Growth percent in the NCI-60 one-dose screen (48 h, 10 µM unless noted): 100 = growth as untreated, 0 = no growth, -100 = all killed.
IGROV1: IGROV1 ovarian cancer. AID 1794786. 79,000 tested, 4.7% active
OVCAR-5: OVCAR-5 ovarian cancer; 82,000 tested, 2.9% active; AID 1794783
786-0: 786-0 renal cancer cells; 81,000 tested, 5.1% active; AID 1794775
OVCAR-4: OVCAR-4 ovarian cancer cells | 80,000 tested, 3.7% active | AID 1794784
TK-10: TK-10 renal cancer cells | 81,000 tested, 3.9% active
UO-31: UO-31 renal cancer. 81,000 tested, 5.2% active
SN12C: SN12C renal cancer cells; 81,000 tested, 3.8% active; AID 1794767
SK-OV-3: SK-OV-3 ovarian cancer cells; 80,000 tested, 3.2% active; AID 1794785
* = called active by the depositor; / = no result given; & = joins results of further samples; [ ] = dose if it differs, or a comment. How the source made its calls: active means growth percent below 10; inactive means the rest.

SMILES	IGROV1	OVCAR-5	786-0	OVCAR-4	TK-10	UO-31	SN12C	SK-OV-3
Cn1ncc2c(=O)nc3c(C#N)n[nH]n3c21	/	96	102	85	97	75	98	105
S=C(S)Oc1cc(Cl)c(Cl)cc1Cl	85	104	103	98	101	69	97	109
Cc1ccc(CSc2nc(Cl)c(C#N)c(-c3ccc(Cl)cc3)n2)cc1	106	105	105	106	109	92	99	109
O=c1[nH]cnc2c1ccn2C1OC(CO)C(O)C1O (stereo not given)	49	77	59	24	53	38	63	39
CCOC(=O)C1=C(C)/C(=C\c2[nH]c(C)c(C(=O)OCC)c2C)N=C1C	97	98	99	82	108	74	79	84
CCc1c(N)nc(N)nc1Nc1ccccc1Cl	82	99	111	/	93	95	103	104
CN(C)C(=O)C(c1ccccc1)C(O)c1ccccc1 (stereo not given)	103	113	104	119	92	86	101	97
COc1ccc(C(=S)N2CCN(c3cccc(C)c3)CC2)cc1	127	107	95	116	110	90	106	109
CCCNC(=NC)c1ccc(NC(=O)c2ccc(C(=O)Nc3ccc(C(=NC)NCCC)cc3)cc2)cc1	106	101	111	102	118	90	116	107
O=C1CSC(c2ccc(F)cc2)N1NC(=O)C(O)(c1ccccc1)c1ccccc1 (stereo not given)	84	88	122	97	109	93	104	92
CCc1ccc(C2=C(O)C(=O)C(c3ccc(CC)cc3)=C(O)C2=O)cc1	-36*	-0.6*	0.0*	-0.2*	5.3*	0.6*	-6.3*	-9.0*
O=C(Nc1nn2c(-c3cc(C(F)(F)F)cc(C(F)(F)F)c3)nnc2s1)C1CCCC1	40	19	/	19	-30*	8.9*	12	5.5*

A few values from the entries so far.
SN12C, `CCOC(=O)C1=C(C)/C(=C\c2[nH]c(C)c(C(=O)OCC)c2C)N=C1C` is entered as 79
SN12C, `Cc1ccc(CSc2nc(Cl)c(C#N)c(-c3ccc(Cl)cc3)n2)cc1` is entered as 99
TK-10, `O=c1[nH]cnc2c1ccn2C1OC(CO)C(O)C1O` (stereo not given) is entered as 53

Other compounds:
SMILES	IGROV1	OVCAR-5	786-0	OVCAR-4	TK-10	UO-31	SN12C	SK-OV-3
COc1ccc2c(c1)cn1c3ccc(O)cc3[nH]c(=O)c21	13	19	23	29	13	23	40	11
CN[C@@H]1[C@@H](O[C@H]2O[C@H](CO)[C@@H](N)[C@H](O)[C@H]2O)O[C@H]2C[C@@H](N)[C@H](O[C@H]3[C@H](O)[C@@H](O)[C@H](N)C[C@@H]3N)O[C@@H]2[C@@H]1O	107	111	102	113	114	105	110	115
Cc1cc(C)c2cc(C(=O)N3CCN(CCCC4CCCCC4)CC3)[nH]c2c1	102	106	101	92	114	80	99	/
CCCn1c(CC)nc([N+](=O)[O-])c1Sc1ncn[nH]1	102	103	115	87	113	95	96	107
Oc1[nH]c2ccccc2c1N=NC(=S)N/N=C\c1c[nH]c2ccccc12	71	96	109	94	151	61	94	85
O=c1oc2c(Br)cc(Br)cc2cc1-c1cs/c(=N/N=C\c2ccc(Cl)cc2)n1/N=C/c1ccc(Cl)cc1	105	113	100	121	113	88	103	101
O=C(O)c1ccc2nc(-c3ccc(OCCCCCOc4ccc(-c5nc6ccc(C(=O)O)cc6[nH]5)cc4)cc3)[nH]c2c1	109	9.1*	-21*	83	-2.6*	91	62	49
CC(c1ccc(Cl)cc1)(c1c[nH]c2ccccc12)c1c[nH]c2ccccc12	47	77	13	64	80	36	67	74
COC(=O)CCC/C=C\C[C@H]1C=CC(=O)/C1=C/C[C@@H](O)CCc1cccc(C(F)(F)F)c1	/	-27*	-61*	20	-3.6*	-92*	-36*	25
COc1ccc(-c2nn(-c3ccccc3)cc2-c2nc3ccccc3[nH]2)cc1	112	99	92	99	107	82	88	124
Cc1nn(-c2ccccc2)c2c1C1C(=C(c3ccc(Cl)cc3)N2)C(=O)N(Cc2ccccc2)c2ccccc21 (stereo not given)	112	109	95	106	102	75	91	96
COc1ccc(-c2cc(-c3nnc(/C=C/c4cc(OC)c(OC)c(OC)c4)o3)[nH]n2)cc1	80	103	110	94	130	86	83	110
COc1ccc(CCNC(=O)CSc2nnc3n(Cc4ccccc4)c(=O)c4c(C)c(C(N)=O)sc4n23)cc1	98	113	94	99	95	71	99	101
CC(=O)c1ccc(NC(=O)c2cn(-c3ccccc3)nc2-c2ccncc2)cc1	104	109	86	109	100	87	104	99
COc1ccc(/C=C/C(=O)c2ccccc2)cc1OC	89&100	102&104	78&80	80&93	88&92	61&82	78&103	112&105
COc1ccc(-c2nc3c(c(C)nc4c3nnn4-c3ccc(OC)cc3)c(=O)o2)cc1	124	105	102	106	95	86	105	112
O=C1Cc2cc(CCN3CCN(CCOCCO)CC3)c(Cl)cc2N1Cc1ccc(-c2ccccc2-c2nn[nH]n2)cc1	107	97	87	90	111	79	86	94
COc1cc(-c2cc(-c3ccco3)c(C#N)c(N3CCOCC3)n2)cc(OC)c1OC	52	115	73	78	84	57	75	69
CCCCNNC(=O)c1ccc(Br)cc1	60	41	79	74	/	25	75	85
CC(=O)NC(CCCCNC(=O)CSCCNC(=O)CCNC(=O)[C@H](O)C(C)(C)COP(=O)(O)OP(=O)(O)OC[C@H]1O[C@@H](n2cnc3c(N)ncnc32)[C@H](O)[C@@H]1OP(=O)(O)O)C(=O)NC(Cc1ccc(O)cc1)C(=O)NCC(=O)NC(CCCNC(=N)N)C(=O)NC(CCCCN)C(=O)NC(CCCCN)C(=O)NC(CCCNC(=N)N)C(=O)NC(CCCNC(=N)N)C(=O)NC(CCC(N)=O)C(=O)NC(CCCNC(=N)N)C(=O)NC(CCCNC(=N)N)C(=O)NC(CCCNC(=N)N)C(=O)O (stereo not given in full)	113[2.5 µM]	111[2.5 µM]	101[2.5 µM]	127[2.5 µM]	119[2.5 µM]	107[2.5 µM]	102[2.5 µM]	105[2.5 µM]
Clc1ccc(-c2nc(CSc3ccccn3)cs2)cc1	101	104	99	98	99	97	93	116
CCOc1cc(NC(=O)c2ccccc2)c(OCC)cc1N	85	113	110	/	112	102	113	114
CCOC(=O)c1ccccc1C(=C1C=C(Br)C(=O)C(Br)=C1)c1cc(Br)c(O)c(Br)c1	101	104	114	114	116	78	100	109
CCN(CC)Cc1cc(C(C)(C)C)cc(-c2ccccc2)c1O	108	117	97	109	109	88	110	108
CCCCCCc1cn(CC(=O)Nc2nc3ccccc3s2)nn1	94	101	103	112	112	62	95	101
C[n+]1c2ccccc2c(Nc2ccc(N3CCCCC3)cc2)c2[nH]c3ccccc3c21	-97*	-86*	-98*	-35*	-79*	-97*	-83*	-76*
COc1cc(NC(C)CCCN)c2ncccc2c1 (stereo not given)	85	87	104&109	88&66	106&117	79	91&100	100&109
CCC(C)Cn1cnc2c(=O)[nH]c(N)nc21 (stereo not given)	105	99	105	110	96	93	96	117
COc1ccc(CSc2nc3ccc(Cl)cc3c(=O)n2-c2ccc(OC)cc2)cc1	/	99	106	99	132	89	99	109
CCCCCCCCn1ncc2c(N[C@H](C)c3ccccc3)ncnc21	97	110	102	90	113	83	90	110
Oc1nc(NCc2ccccc2)sc1/C=C1\C=Nc2ncccc21	67	82	63	96	64	85	73	54
CCC(N)CCC(=O)O (stereo not given)	108	105	/	93	94	94	108	110
Cc1[nH]c(=O)[nH]c(=O)c1Cc1ccccc1	110	102	104	120	97	90	102	99
CC(=O)O[C@]1(C(C)=O)CC[C@H]2[C@@H]3C=C(Cl)C4=CC(=O)CC[C@]4(C)[C@H]3CC[C@@]21C	/	101	99	100	113	94	98	107
Cc1ccc2oc(=O)cc(-c3cc(C)nc(N)c3C#N)c2c1	76	78	88	91	85	60	85	89
CCCSc1ccc(Nc2ncnc(N)n2)cc1	102	107	99	102	/	100	96	95
Cc1cc(=O)oc2cc(O)c(O)cc12	102	103	101	90	92	69	104	116
CCOC(=O)C(Cc1ccc(C)cc1)(NC=O)C(=O)OCC	104	105	92	104	87	86	99	95
CN1C(=S)N(C)C2C1N(C)C(=S)N2C (stereo not given)	99	93	98	112	101	93	107	119
CCCCCCCCCCCCCCCCCC1=NC(CO)(CO)CO1	98	104	111	98	99	74	103	95
CC(C)CNc1nc(C#N)nc(NCC(C)C)n1	106	106	94	83	111	89	90	102
Cc1ccc(NC(=O)Nc2ccc(F)c(C(=O)c3c[nH]c4ncccc34)c2F)cc1	84	113	98	110	151	92	88	97
O=C(Nc1nc(-c2ccc(Cl)cc2)cs1)c1ccccc1CN1C(=O)c2ccccc2C1=O	100	95	92	105	95	79	90	101
O=C1CN2C(c3ccc(Cl)cc3)=CSC2=N1	95	97	94	90	80	93	95	98

Exported as a markdown table: five of the compounds above.
| mol | IGROV1 | OVCAR-5 | 786-0 | OVCAR-4 | TK-10 | UO-31 | SN12C | SK-OV-3 |
| --- | --- | --- | --- | --- | --- | --- | --- | --- |
| CCOC(=O)C(Cc1ccc(C)cc1)(NC=O)C(=O)OCC | 104 | 105 | 92 | 104 | 87 | 86 | 99 | 95 |
| CN1C(=S)N(C)C2C1N(C)C(=S)N2C (stereo not given) | 99 | 93 | 98 | 112 | 101 | 93 | 107 | 119 |
| CCCCCCCCCCCCCCCCCC1=NC(CO)(CO)CO1 | 98 | 104 | 111 | 98 | 99 | 74 | 103 | 95 |
| CC(C)CNc1nc(C#N)nc(NCC(C)C)n1 | 106 | 106 | 94 | 83 | 111 | 89 | 90 | 102 |
| Cc1ccc(NC(=O)Nc2ccc(F)c(C(=O)c3c[nH]c4ncccc34)c2F)cc1 | 84 | 113 | 98 | 110 | 151 | 92 | 88 | 97 |
